D3 antag – D3 dopamine receptor (human) antagonism; P35462; D3R cells, DiscoveRx beta-arrestin luminescence, antagonist mode; hits give low values; max response, negative = inhibition, %; actives 2.5% (n = 360,000); in the data active means max response below about -50%; inconclusive means no clear call, values can overlap the other calls; further: on the % scale 0 is the no-effect control and ±100 the full control effect; mostly tested at two doses, the higher about 12 µM
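Cells expressing the human receptor were seeded at 1500 cells/well, incubated overnight at 37 degrees C in 5% CO2, then exposed to library compounds with dopamine controls for 90 minutes at 37 degrees C before luminescent detection.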
DRD3 agonist – D3 dopamine receptor (human) agonism | P35462 | D3R DiscoveRx beta-arrestin cells, luminescence, 90 min | max activation, % | AID 652048 | actives 0.58% (n = 410,000); in the data active means max activation above about 30%; further: 0% is about no effect; mostly tested at two doses, the higher about 12 µM
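Cells at 1500/well, incubated overnight, then treated with pinned compounds (dopamine as control) for 90 min at 37 degrees C. DiscoveRx reagent added for 30 - 60 minutes at room temperature; luminescence read.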
EPAC2 antagonist – antagonists of human EPAC2 | Q8WZA2 | EPAC2 GEF exchange of Rap1B-BODIPY-GDP, fluorescence | Potency, µM (series often up to 114 µM), for inactives: at the highest dose activity, negative = inhibition, most hits filed as inhibitors | actives 0.18% (n = 360,000) | AID 720708; further: potency means the concentration at half of the fitted maximal effect; on the % scale 0 is the no-effect control and ±100 the full control effect; nearly all actives have a fitted effect of over 45% in size; many of its hits are not listed in these tables
Target sequence (Q8WZA2 whole entry, looked up): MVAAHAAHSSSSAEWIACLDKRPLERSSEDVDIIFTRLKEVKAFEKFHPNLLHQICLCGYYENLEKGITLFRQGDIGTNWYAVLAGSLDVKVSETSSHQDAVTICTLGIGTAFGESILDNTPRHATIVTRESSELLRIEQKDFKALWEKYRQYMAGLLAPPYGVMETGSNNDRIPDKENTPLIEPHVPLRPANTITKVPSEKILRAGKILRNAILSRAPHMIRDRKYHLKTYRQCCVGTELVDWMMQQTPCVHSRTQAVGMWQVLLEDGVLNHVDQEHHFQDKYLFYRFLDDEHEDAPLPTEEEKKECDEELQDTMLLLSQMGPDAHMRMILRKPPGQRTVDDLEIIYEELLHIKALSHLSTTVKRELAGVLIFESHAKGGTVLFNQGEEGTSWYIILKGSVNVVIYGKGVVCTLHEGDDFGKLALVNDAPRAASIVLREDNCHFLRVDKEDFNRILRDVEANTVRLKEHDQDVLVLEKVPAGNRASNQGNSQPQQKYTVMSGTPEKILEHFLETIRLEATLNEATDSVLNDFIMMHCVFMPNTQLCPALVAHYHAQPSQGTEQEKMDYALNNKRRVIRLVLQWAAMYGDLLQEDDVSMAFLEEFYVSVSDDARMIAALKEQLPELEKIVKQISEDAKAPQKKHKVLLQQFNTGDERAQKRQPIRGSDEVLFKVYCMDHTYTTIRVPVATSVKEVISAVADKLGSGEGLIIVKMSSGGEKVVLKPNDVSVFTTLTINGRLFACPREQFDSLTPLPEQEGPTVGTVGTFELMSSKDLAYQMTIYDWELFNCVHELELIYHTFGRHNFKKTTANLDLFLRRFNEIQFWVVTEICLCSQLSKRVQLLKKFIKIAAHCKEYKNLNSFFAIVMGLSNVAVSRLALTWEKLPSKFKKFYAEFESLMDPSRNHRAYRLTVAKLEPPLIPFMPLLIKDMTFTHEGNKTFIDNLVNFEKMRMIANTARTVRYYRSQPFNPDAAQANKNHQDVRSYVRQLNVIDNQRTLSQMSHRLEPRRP
TDP43 rescue – inhibitors of TDP-43 toxicity in yeast | actives 1.8% (n = 410,000) | Potency, µM (doses to about 46.1 µM), for inactives: top-dose growth rescue (activation), most hits filed as activators | TDP-43 expressing yeast growth rescue, BacTiter-Glo, 24 h | AID 652104; further: potency means the concentration at half of the fitted maximal effect; % of control where 0% means no effect; nearly all actives have a fitted effect of over 50% in size
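Yeast cells expressing TDP-43 under galactose induction are exposed to compounds for 24 hr at 30 deg C. BacTiter-Glo luminescence measures growth, so protective compounds score as activators.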
Abeta yeast res – A-beta toxicity reversal in yeast; Potency, µM (series often up to 46.1 µM), without a hit: top-dose growth rescue, usual class: activators; AID 1347071; yeast expressing A-beta42, growth rescue, OD600, 48 h; response scale: 0% DMSO, 100% iron-clioquinol control; actives 0.063% (n = 410,000); further: potency means the concentration at half of the fitted maximal effect; nearly all actives have a fitted effect of over 55% in size
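Yeast A-beta toxicity model in growth medium with pinned compounds, 48 h at 30 C; growth read as absorbance at 600 nm. Normalized to FeCl3/clioquinol equimolar mix (positive) and DMSO (negative).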
EPAC2 ag – agonists of human EPAC2 (RAPGEF4) | EPAC2 activation, biochemical qHTS; response scale: 100% = 6.5 mM cAMP response | Potency, µM (top dose mostly 154 µM), for inactives: at the top dose activation, usual class: activators | actives 0.079% (n = 360,000) | AID 720711; further: potency means the concentration at half of the fitted maximal effect; nearly all actives have a fitted effect of over 50% in size
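Exchange assay: 100 nM EPAC2 with 250 nM Rap1B-BODIPY-GDP and 50 uM GDP. Fluorescence (ex 480/em 540 nm) read every 5 min for 30 min at room temperature. Data normalized to 6.5 mM cAMP as agonist control.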
FUS suppressor – suppressors of FUS proteinopathy in yeast | S. cerevisiae FUS-expressing, growth rescue, OD600, 24 h | Potency, µM (series often up to 76.6 µM), for the others: at the highest dose growth rescue (activation), most hits filed as activators | actives 0.24% (n = 390,000);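 further: potency means the concentration at half of the fitted maximal effect; plate controls were DMSO vehicle for no effect and reference control for full effect; nearly all actives have a fitted effect of over 55% in size; some results filed as inactive show a strong effect at the top dose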
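Yeast expressing FUS under galactose induction, OD 0.005 in 2% galactose medium; compounds in a dilution series, 24 h at 30C. Growth rescue by absorbance at 600 nm; CP55940 positive control, DMSO negative.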
aSyn yeast inh – inhibitors of alpha-synuclein toxicity in yeast. Yeast expressing alpha-synuclein, growth rescue, BacTiter-Glo, 24 h. Potency, µM (highest dose often 46.1 µM), inactives show at the top dose growth rescue (activation), usual class: activators. actives 0.14% (n = 370,000). AID 652106; further: potency means the concentration at half of the fitted maximal effect; % of control where 0% means no effect; nearly all actives have a fitted effect of over 65% in size
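Readout is rescue of growth in alpha-synuclein-expressing yeast, so inhibitors of toxicity appear as activators. Growth after 24 hr at 30 deg C in galactose medium is quantified by luminescence.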
An asterisk follows results filed as active; ? = inconclusive; nt = not tested or not shown; [ ] = another dose, or the depositor's remark. Unless noted, the call rests on the fitted dose curve; in most records, active means well fitted curve in the direction sought with a large enough effect; inconclusive means small, poorly fitted or top-dose-only effect, or another doubt; inactive means no such curve, though single readings can be large; an effect the other way counts as inactive or inconclusive. These rows are one share of the data; count on the stated rates, not on these rows.

SMILES	D3 antag	DRD3 agonist	EPAC2 antagonist	TDP43 rescue	Abeta yeast res	EPAC2 ag	FUS suppressor	aSyn yeast inh
O=C1CCN(CCCc2ccccc2)CCN1CCO	-29	-33	0%	-9%	-15%	18%	-16%	-2%
O=C(NCCc1ccccc1)c1cccc(NC(=O)c2ccccc2)c1	1	5	-7%	26%	3%	15%	-18%	0%
Fc1ccccc1COc1ccc(C(=S)N2CCCC2)cc1	-7	-3	-4%	?	-1%	14%	16%	-6%
O=C(Cc1ccccc1)NCC(=O)OCC(=O)c1ccc(OC(=O)c2ccccc2)cc1	?	-9	-17%	-11%	-13%	0%	25%	-1%
O=c1cc(-c2ccccc2)cc(-c2ccccc2)n1CCCO	-30	-6	?	2%	-2%	7%	5%	2%
COc1cc(/C=C/C(=O)OCC(=O)NC(=O)C2COc3ccccc3O2)ccc1OC(F)F (stereo not given)	-1	4	-14%	-15%	7%	-9%	-12%	2%
COc1ccc(OC)c(-c2csc(NC(=O)CSc3nnnn3C)n2)c1	-7	-14	14%	25%	13%	11%	-4%	-8%
Oc1ccccc1C(=S)N1CCCCCC1	3	-1	-5%	18%	20%	-1%	9%	-2%
CC(C)[C@H](NC(=O)[C@@H]1Cc2ccccc2CN1)C(=O)Nc1ccc2c(c1)OCCO2	-16	-14	0%	1%	14%	5%	-3%	-4%
COc1ccc(CCC(=O)NC(C)C)cc1	0	-7	0%	-1%	1%	13%	10%	-6%

Some of the entries so far, field by field:
Oc1ccccc1C(=S)N1CCCCCC1
  D3 antag = 3; DRD3 agonist = -1; EPAC2 antagonist = -5%; TDP43 rescue = 18%; Abeta yeast res = 20%; EPAC2 ag = -1%; FUS suppressor = 9%; aSyn yeast inh = -2%

O=C(NCCc1ccccc1)c1cccc(NC(=O)c2ccccc2)c1
  D3 antag = 1; DRD3 agonist = 5; EPAC2 antagonist = -7%; TDP43 rescue = 26%; Abeta yeast res = 3%; EPAC2 ag = 15%; FUS suppressor = -18%; aSyn yeast inh = 0%

Additional results:
SMILES	D3 antag	DRD3 agonist	EPAC2 antagonist	TDP43 rescue	Abeta yeast res	EPAC2 ag	FUS suppressor	aSyn yeast inh
COc1ccc(/C=C\c2onc(C)c2S(=O)(=O)N2CCC(C(=O)NCCC(C)C)CC2)cc1	6	0	6%	0%	-1%	-11%	-3%	2%
O=C(CNC(=O)c1ccccc1)Nc1cccc(C(F)(F)F)c1	-7	-2	14%	?	-9%	2%	-25%	2%
CCOc1ncccc1C(=O)OCC(=O)Nc1cccc(S(N)(=O)=O)c1	8	-2	5%	-8%	-12%	-2%	9%	1%
CCCCNC(=S)N(CCCO)Cc1cc2cc3c(cc2[nH]c1=O)OCCO3	-13	-2	-3%	-4%	-4%	-3%	25%	0%
CCOc1cc(C(=S)N2CCOCC2)ccc1OS(=O)(=O)c1ccc(OC)cc1	2	10	-3%	14%	5%	4%	12%	4%
CC(=O)CC1(O)C(=O)Nc2ccccc21 (stereo not given)	15	1	7%	6%	-16%	5%	-19%	5%
C=CCn1c(-c2cccs2)nc2nc3ccccc3nc21	-21	-1	-3%	?	-25%	-5%	21%	-8%
Cc1ccc(/C=C/S(=O)(=O)NCCC(=O)NCc2ccc(F)cc2)cc1	13	1	0%	20%	-14%	-2%	-13%	7%
COc1ccc(CN(C)C(=O)c2oc3ccccc3c2CSC)cc1F	-16	-7	-8%	-2%	-17%	8%	38%	-2%
COC(=O)C1=C(CS(=O)(=O)c2ccc(Cl)cc2)NC(=O)NC1c1ccc(O)c(OC)c1 (stereo not given)	0	3	12%	15%	-8%	3%	11%	-2%
CCOCCCNS(=O)(=O)c1ccc2c(c1)CCN2C(C)=O	28	3	6%	-12%	-15%	-13%	-16%	-7%
Cn1nc([N+](=O)[O-])nc1Oc1ccc2ccccc2c1	-9	0	-1%	5%	-4%	13%	9%	-2%
N=c1n(CC(=O)c2ccc(Br)cc2)c2ccccc2n1Cc1ccccc1	37	-12	6%	8%	-17%	-3%	?	-22%
CCCCN1C(=O)C(NC(=O)c2ccc(C(C)(C)C)cc2)(C(F)(F)F)C(C(=O)OC)=C1C (stereo not given)	nt	-3	nt	?	7%	nt	?	nt
CC(NC(=O)c1ccccc1)c1ccc(F)cc1 (stereo not given)	2	1	9%	5%	16%	8%	6%	-8%
CCCCn1c(N)c(N(CCC(C)C)C(=O)CC2CCCC2)c(=O)[nH]c1=O	10	-3	18%	25%	20%	-4%	-17%	3%
COc1ccc(NC(=O)NCCC2=CCCCC2)cc1	0	-4	3%	15%	-14%	3%	1%	3%
CN(C)c1ccc(/C=C2\SC(=S)N(Nc3ncc(C(F)(F)F)cc3Cl)C2=O)cc1	-28	-27	66%[activator]	-2%	2%	112µM*	13%	-3%
COc1ccc(CC(=O)NCc2ccc3c(c2)CCN3C(=O)c2ccc(C)cc2)cc1OC	nt	-5	nt	2%	-8%	nt	23%	nt
O=C(c1cccc(Br)c1)c1nc2ccccc2[nH]c1=O	12	-5	-21%	13%	-12%	5%	-24%	16%
CC(C)C(C)NC(=O)Cn1cnc2c(oc3ccccc32)c1=O (stereo not given)	-7	7	-1%	-33%[inhibitor]	-3%	1%	-4%	5%
COc1ccc(-c2onc(C)c2C)cc1S(=O)(=O)NC1CCCCC1	nt	-4	nt	?	-5%	nt	5%	nt
COc1ccc(S(=O)(=O)N2CCN(c3nc(C)cc(C)n3)CC2)cc1	-20	19	-5%	0%	5%	-3%	13%	1%
Cc1cc(/C=N/NC(N)=S)c(C)n1-c1ccc(Br)cc1	-67*	-13	12%	?	25%	4%	35%	-4%
COc1ccc(C(=O)CC2(O)C(=O)N(Cc3ccccc3Cl)c3ccccc32)cc1 (stereo not given)	nt	1	nt	32µM*	-6%	nt	31%	30%
COc1cccc(NC(=O)CN(C)C(=O)c2cc(Cl)nc3ccccc23)c1	8	2	-4%	14%	-4%	4%	-22%	3%
COc1ccc(/C=C/c2onc(C)c2S(=O)(=O)N2CCC(C(=O)N3CCCCC3)CC2)cc1	nt	3	nt	-7%	-36%[inhibitor]	nt	17%	nt
Cc1cc(C(=O)Cn2nc(C(=O)O)c3ccccc3c2=O)c(C)n1C1CC1	9	1	0%	0%	14%	4%	12%	-9%
Cn1nnnc1SCC(=O)NC(=O)c1cccc([N+](=O)[O-])c1	0	0	9%	-1%	3%	10%	-27%	0%
CC(=O)Nc1ccc(NC(=O)CSc2nnc(NC(=O)c3ccccc3F)s2)cc1	16	6	7%	21%	-5%	14%	-3%	0%
CCCCN(C)C(=O)c1nc2ccccn2c1CN1CCN(c2ccccn2)CC1	-8	21	8%	5%	-1%	1%	8%	2%
COc1ccc(Nc2ccc3ccccc3c2)cc1	-3	-11	-27%	7%	24%	13%	-11%	6%
COc1ccc(CCN=Cc2c(C)[nH]n(-c3ccc([N+](=O)[O-])cc3)c2=O)cc1OC	-13	3	16%	17%	-3%	2%	nt	0%
O=C(Nc1cccc(C(=O)Nc2cccc(Br)c2)c1)c1ccccc1	-3	2	-6%	9%	-5%	13%	14%	2%
COCCNC(=O)CN1C(=O)c2cccc3cccc1c23	6	4	1%	2%	12%	2%	-7%	2%
CC(=O)c1ccc(S(=O)(=O)NCCC(=O)NCCc2c[nH]c3ccccc23)cc1	8	2	-1%	9%	-4%	9%	9%	1%
COc1cccc(C(=O)c2cn(CC(=O)Nc3cc(Cl)c(OC)cc3OC)c3nc(C)ccc3c2=O)c1	nt	8	nt	2%	-8%	nt	-13%	nt
Cc1c(C(=O)O)oc2c1C(O)CCC2 (stereo not given)	24	2	11%	19%	1%	0%	12%	5%
CC(=O)c1cccc(S(=O)(=O)N2CCCC(c3nc4c(nnn4Cc4cccc(Cl)c4)c(=O)[nH]3)C2)c1 (stereo not given)	3	15	-1%	-17%	-8%	-12%	20%	-2%
O=C(O)c1ccccc1C(=O)NCC(O)c1ccccc1 (stereo not given)	7	1	10%	-10%	6%	3%	-9%	-1%
CCc1ccccc1NC(=O)CCc1nc(-c2ccc(C)cc2)no1	4	-1	11%	-10%	-14%	3%	nt	3%
COC(=O)c1ccc(NC(=O)Cc2coc3cc(C)ccc23)cc1	nt	-8	nt	-15%	0%	nt	8%	nt
C/C(=N/NC(=O)c1ccc(C)s1)c1cccc(NC(=O)c2ccoc2C)c1	-4	0	-6%	21%	-8%	3%	18%	-1%
O=S(=O)(NCCCSc1ccccc1)c1ccccc1F	1	2	-11%	25%	-16%	14%	-15%	22%
COc1ccccc1C1CC(c2cccc(NS(C)(=O)=O)c2)=NN1S(=O)(=O)c1ccccc1 (stereo not given)	3	-4	-16%	8%	15%	16%	?	-14%
CC(=O)Nc1ccc(Br)c2ccccc12	-1	-7	0%	-24%[0.397 µM]	-11%	4%	13%	10%
CN(NC(=O)c1ccc(Cl)cc1)c1ncc(C(F)(F)F)cc1Cl	20	3	3%	3%	0%	-6%	-7%	-2%
COCCSc1ccccc1C(=O)N1CCCC(C)C1 (stereo not given)	5	-1	0%	11%	12%	2%	-12%	6%
COc1ccccc1CN1CC(C(=O)N(Cc2cnn(C)c2)C(C)C)CCC1=O (stereo not given)	-16	-1	1%	-4%	11%	4%	18%	-3%
COc1ccccc1C(=O)NCCC(=O)Nc1ccc(S(=O)(=O)N2CC(C)CC(C)C2)cc1 (stereo not given)	20	-4	-11%	-13%	0%	4%	0%	-2%

(listing goes on)
SMILES	D3 antag	DRD3 agonist	EPAC2 antagonist	TDP43 rescue	Abeta yeast res	EPAC2 ag	FUS suppressor	aSyn yeast inh
O=C(c1ncn(Cc2ccccc2)c1C(=O)N1CCc2ccccc2C1)N1CCc2ccccc2C1	8	-18	9%	-1%	7%	4%	22%	8%
CCC(=O)[C@@]1(C)[C@H](C)C[C@H]2[C@@H]3CCC4=CC(=O)C=C[C@]4(C)[C@H]3[C@@H](O)C[C@@]21C	0	9	7%	0%	-11%	-3%	-27%	2%
COc1ccc2sc(N(Cc3cccnc3)C(=O)COc3ccccc3)nc2c1	nt	-4	nt	11%	24%	nt	23%	nt
N#CCCn1cc(C(=O)NCc2ccccc2)c(-c2cccs2)n1	0	-8	6%	nt	6%	3%	12%	12%
CC(=O)c1cccc(NC(=O)CSc2ccc(-c3sc(C)nc3C)nn2)c1	27	-1	13%	3%	-3%	13%	14%	-3%
O=C(CCC1CCCC1)Nc1ccc([N+](=O)[O-])cn1	11	-14	10%	0%	4%	-2%	nt	2%

Bioassay records deposited in PubChem by National Center for Advancing Translational Sciences (NCATS).
